Screens as filed in PubChem BioAssay.
P. falciparum M17LAP = P. falciparum M17LAP inhibitors, primary screen, biochemical, fluorogenic H-Leu-NHMec substrate, 1536-well (AID 1619); 0.38% of 220,000 active; recombinant M17LAP, H-Leu-NHMec fluorogenic kinetic assay; higher % means a stronger effect; one-dose inhibition, % at 30 µM; IC50 in µM for titrated hits;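 active = compound inhibiting the enzyme by more than half at any dose during confirmatory dose-response retesting; inconclusive = strong single-dose inhibitors picked by rank but not retested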;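 also: plate controls were full reaction with DMSO carrier for no effect and no enzyme background for full effect; strong numbers were not always called active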
MT stabilizer = stabilizes microtubules in HeLa cells; % tubulin-high responders, % at 10 µM; HeLa tubulin immunostaining HCS, 24 h; share of cells brighter than vehicle mean+2SD; 0.83% of 200,000 active; AID 2205;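 active = plate Z-score above 3 for both tubulin-high and condensed-nucleus cell shares, with cell loss under 80%, at 10 µM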;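 also: anti alpha tubulin signal scored within the nucleus-defined area of each cell; some results filed as inactive read as strong as hits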
Hep lipid drop = modulators of hepatic lipid droplet formation; AML12 mouse hepatocytes, oleate lipid droplets, BODIPY imaging; inhibition, % at 6.5 µM; 0.4% of 240,000 active;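 active = lipid droplet intensity inhibited by at least 50%, with more than 500 cells counted; inconclusive = wells with under 300 cells, treated as cytotoxic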
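System: AML12 hepatocytes (mouse). Probe or stimulus: oleic acid at 100 µM to induce lipid droplet formation. Times: overnight treatment with compound plus oleate. Detection: Image-based BODIPY and DAPI two-channel analysis. Evaluation: percent inhibition of filter-corrected integrated lipid droplet intensity per well.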
Insulin prom up = MIN6 insulin promoter up-regulation | 0.3% of 190,000 active | z-score at 5 µM | MIN6 insulin promoter-GFP reporter, high-content imaging; hits give high values | AID 1625;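 active = z-score above 3 at 5 µM with at least 500 cells counted in the well; inconclusive = wells under 500 cells, flagged as cytotoxic or low count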
Dynein transport = dynein cargo transport inhibition | z-score, hits read low | 0.47% of 220,000 active | 3617.4 mouse cells, GR-EGFP nuclear translocation imaging; test concentration mostly 20 µM; stimulated with dexamethasone, 1 µM; hits give low values;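 active = plate z-score of nuclear minus cytoplasmic receptor signal below a set negative limit, without overly bright fluorescence or cell loss, cut at about -3.5 in these data, passing the limit was not always enough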;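 also: z-score of nuclear minus cytoplasmic ring GR-EGFP intensity difference per well; some compounds called inactive have numbers as strong as hits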
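Buffer or medium – tet-free medium with charcoal-stripped serum · Signal – automated 10x imaging of fixed Hoechst-stained cells · Also added – dexamethasone agonist, 1.0 µM final, for 30 min · Incubation – induction 48 h, compound 1 h, agonist 30 min · Read-out – GR-EGFP nuclear translocation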
CSM14.1 death rescue = protection against thapsigargin-triggered cell killing – 384-well, CSM14.1, ATP luminescence, primary screen (AID 1222); cellular ATP content (survival), % at 20 µM; hits with a dose series show EC50 in µM; CSM14.1 thapsigargin-induced death rescue, ATP luminescence; higher % means a stronger effect; 190,000 tested, under 10 active;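 active = EC50 below 50 µM in the dose-response confirmation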;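 also: death triggered by thapsigargin at about 15 µM added after 2 h compound pretreatment; cell ATP read after overnight thapsigargin exposure of roughly 18 to 22 hours; normalized against plate controls of thapsigargin alone and 5% DMSO vehicle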
Autophagy HCS = alters autophagy in cells | MEF GFP-LC3 puncta imaging; test concentration mostly 10 µM | calls only at 10 µM (by protocol) | 0.98% of 190,000 active;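 active = percentage of spot-positive cells more than 3 SD above its plate mean, without a fluorescence outlier flag or 80% toxicity; inconclusive = no clear call, values can overlap the other calls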;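 also: spot-positive cell cutoff set from DMSO-treated cells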
Yfh1-off respiration = enhancers of respiration in Yfh1-depleted yeast, dose response, Friedreich's ataxia, plus single-dose screen (AID 1465); S. cerevisiae Yfh1-off respiration, WST-1 reduction, 72 h; higher fold induction means a stronger effect; fold induction at 50 µM, or EC50 in µM where a hit was titrated; 0.074% of 220,000 active;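 active = fold induction of absorbance versus untreated yeast above a set limit, then at least 30% activation at any dose in follow-up; inconclusive = repeats straddling the limit, or above it without dose testing; inactive = fold induction below the set limit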;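 also: activators that raise dye reduction in frataxin-depleted yeast; strong numbers were not always called active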
M1AAP inhibition = malaria alanyl aminopeptidase activity blockers – biochemical, fluorogenic H-Leu-NHMec substrate, 1536-well (AID 1445). 0.42% of 220,000 active. recombinant M1AAP, H-Leu-NHMec fluorogenic kinetic assay; higher % means a stronger effect. one-dose inhibition, % at 30 µM; IC50 in µM for titrated hits;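 active = primary inhibition above the hit cutoff, then over 50% inhibition at one or more dose response concentrations, cut at about 23% in these data, passing the limit was not always enough; inconclusive = conflicting primary data, or primary hits not chosen for dose response; inactive = low primary inhibition, or under 50% at every dose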;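 also: plate controls were DMSO full reaction for no effect and no enzyme background for full effect; strong numbers were not always called active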
Dynein transport cytoplasmic EGFP = also measured in Dynein transport; calls as there; z-score; measured here: cytoplasmic GR-EGFP intensity; hits give high values
Dynein transport nuclear GR-EGFP = also measured in Dynein transport; calls as there; z-score; measured here: nuclear GR-EGFP intensity;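 lower value marks the stronger effect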
Dynein transport cell count = recorded beside Dynein transport, whose call it bears; z-score; measured here: cell count per field
Insulin prom up cell count = also measured in Insulin prom up; calls as there; cell count; measured here: cytotoxicity, nuclei count;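 total cells summed across four imaged fields per well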
Hep lipid drop cells 6.5 µM = second read-out of Hep lipid drop, no call of its own (marks repeat the call); cell count; measured here: cell count, cytotoxicity flag;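 cells counted across two imaged fields per well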
MT stabilizer Hoechst-high % = recorded beside MT stabilizer, whose call it bears; % Hoechst-high responders; measured here: nuclear condensation Hoechst responders;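 share of cells brighter than vehicle mean plus two SD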
MT stabilizer cytotoxicity % = further read-out of MT stabilizer, marked with its call; toxicity, %; measured here: cytotoxicity by cell density;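 0% = mean cell density of plate MIN control wells and 100% = no cells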
Autophagy HCS cell loss 18 h = also measured in Autophagy HCS; calls as there; toxicity, %; measured here: cell loss, nuclei count;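 cell loss after 18 h compound exposure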
The depositor's hits bear a star; i = inactive; ? = inconclusive; / = no result given; + = active, no number. Not all compounds are listed (hit frequency here may not be typical).

SMILES,Yfh1-off respiration,P. falciparum M17LAP,MT stabilizer cytotoxicity %,Dynein transport cytoplasmic EGFP,MT stabilizer Hoechst-high %,MT stabilizer,Insulin prom up cell count,M1AAP inhibition,Autophagy HCS cell loss 18 h,CSM14.1 death rescue,Dynein transport cell count,Autophagy HCS,Dynein transport,Dynein transport nuclear GR-EGFP,Insulin prom up,Hep lipid drop cells 6.5 µM,Hep lipid drop
CCCCNc1ccncc1S(=O)(=O)NC(=O)NC(C)C,i,8%,7.7,-0.23,2.3,3.5,/,-8%,-3,-2.8%,0.14,i,-1.2,-0.47,/,728,8
CCOP(=O)(OCC)C1(O)C(=O)Nc2ccc(Br)cc21 (stereo not drawn),i,3%,7.9,-0.3,2.1,1.7,/,-3%,0,0.4%,0.73,i,-0.77,-0.65,/,472,-6
C[C@@]1([C@@H](NP(=O)(c2ccccc2)c2ccccc2)c2ccccc2)C[C@H]1CCO,i,2%,9.8,-0.27,2.1,2.8,1463,0%,14,-5.0%,0.47,i,-0.18,0.21,-0.77,/,/
Cc1ccccc1-n1c(C)cc(/C=C2/C(=O)NC(=O)N(Cc3ccco3)C2=O)c1C,i,25%,5.8,-0.28,2.2,5.9,1501,6%,24,-1.6%,0.93,i,0.078,-0.087,0.14,645,12
CCc1c(C)nc(N)nc1N1N=C1SCC(=O)OC,i,2%,11,0.33,1.7,1.9,1609,1%,4,-0.4%,0.11,i,-1.2,0.05,0.14,697,12
CC(C(=O)Nc1ccc(Br)cc1C(=O)c1ccccc1)N1CCOCC1 (stereo not drawn),i,11%,6.4,-0.041,1.5,1.1,1000,-1%,28,-0.6%,1.8,i,0.28,0.35,1.2,/,/
O=C(NCC(c1cccnc1)N1CCN(c2ccc(F)cc2)CC1)Oc1ccccc1 (stereo not drawn),i,3%,7.9,-0.17,2.4,2.7,1073,2%,1,2.4%,0.27,i,-0.69,-0.35,-0.26,736,-2
Cc1cc(N2C(=O)C3CCCN3C2c2ccc(Cl)c(Cl)c2)no1 (stereo not drawn),i,10%,9.2,-0.17,2.6,6.7,1466,4%,7,-0.3%,1.7,i,-0.44,-0.23,0.71,/,/
O=c1c2ccccc2nc(-c2ccco2)n1-c1ccccn1,i,9%,5.1,-0.2,1.1,1.1,1133,9%,5,-1.1%,0.16,i,-0.26,-0.3,-0.16,/,/
CC1CCN(S(=O)(=O)c2ccc(NN=C(C#N)C#N)cc2)CC1,i,13%,4.4,-0.25,1.0,1.4,1251,16%,30,-0.3%,0.78,i,0.045,0.41,1.7,718,-13
O=c1[nH]c(=S)[nH]c(O)c1N=Nc1cc2c(cc1[N+](=O)[O-])OCO2,?,6%,1.2,-0.29,1.6,2.5,1116,27µM*,15,-0.7%,0.01,i,-0.89,0.051,0.07,671,3
CN(CCCCC(=O)/C=N/O)Cc1ccccc1 (tested in a mixture with another compound),i,9%,7.6,-0.24,1.5,0.7,1067,12%,-5,-1.3%,0.44,i,-0.13,0.0064,-0.47,782,7
Cc1cccc(CN(C)C)c1OC(=O)N(C)C,i,-19%,8.4,-0.43,1.8,2.6,1097,-21%,3,-0.1%,-0.13,i,0.65,0.31,0.74,789,-1
Cc1cc(OC(=O)CCNC(=O)OC(C)(C)C)c2c3c(c(=O)oc2c1)CCC3,i,-10%,9.8,-0.11,2.7,5.6,1240,0%,-2,1.9%,-1.3,i,0.21,0.82,0.26,/,/
CCC(C)n1c(O)c(C=NCCN2CCOCC2)c(=O)[nH]c1=S (stereo not drawn),i,11%,/,-0.28,/,/,1450,6%,/,/,0.084,/,-0.082,-0.11,0.48,710,-2

For convenience, 4 of the compounds above.
SMILES,Yfh1-off respiration,P. falciparum M17LAP,MT stabilizer cytotoxicity %,Dynein transport cytoplasmic EGFP,MT stabilizer Hoechst-high %,MT stabilizer,Insulin prom up cell count,M1AAP inhibition,Autophagy HCS cell loss 18 h,CSM14.1 death rescue,Dynein transport cell count,Autophagy HCS,Dynein transport,Dynein transport nuclear GR-EGFP,Insulin prom up,Hep lipid drop cells 6.5 µM,Hep lipid drop
O=c1c2ccccc2nc(-c2ccco2)n1-c1ccccn1,i,9%,5.1,-0.2,1.1,1.1,1133,9%,5,-1.1%,0.16,i,-0.26,-0.3,-0.16,/,/
CC1CCN(S(=O)(=O)c2ccc(NN=C(C#N)C#N)cc2)CC1,i,13%,4.4,-0.25,1.0,1.4,1251,16%,30,-0.3%,0.78,i,0.045,0.41,1.7,718,-13
O=c1[nH]c(=S)[nH]c(O)c1N=Nc1cc2c(cc1[N+](=O)[O-])OCO2,?,6%,1.2,-0.29,1.6,2.5,1116,27µM*,15,-0.7%,0.01,i,-0.89,0.051,0.07,671,3
CN(CCCCC(=O)/C=N/O)Cc1ccccc1 (tested in a mixture with another compound),i,9%,7.6,-0.24,1.5,0.7,1067,12%,-5,-1.3%,0.44,i,-0.13,0.0064,-0.47,782,7

(cont.)
SMILES,Yfh1-off respiration,P. falciparum M17LAP,MT stabilizer cytotoxicity %,Dynein transport cytoplasmic EGFP,MT stabilizer Hoechst-high %,MT stabilizer,Insulin prom up cell count,M1AAP inhibition,Autophagy HCS cell loss 18 h,CSM14.1 death rescue,Dynein transport cell count,Autophagy HCS,Dynein transport,Dynein transport nuclear GR-EGFP,Insulin prom up,Hep lipid drop cells 6.5 µM,Hep lipid drop
CCC(C)n1c(O)c(C=NCC2CCCO2)c(=O)[nH]c1=S (stereo not drawn),i,30%,/,-0.24,/,/,1059,-1%,/,/,-0.024,/,-0.7,-0.31,-0.1,767,-33
O=c1c2ccccc2nc(-c2cccs2)n1-c1cnccn1,i,12%,5.2,-0.2,1.6,1.9,1145,9%,-9,1.7%,-0.099,i,0.13,-0.17,0.55,/,/
C=CCn1c(O)c(C(C)=Nc2ccc(N(C)C)cc2)c(=O)[nH]c1=O,i,1%,16,-0.17,2.6,6.0,888,8%,20,-0.4%,-0.44,i,0.74,0.6,-0.93,751,5
CC(=NCc1cccnc1)c1c(O)n(-c2ccc(Cl)cc2)c(=O)[nH]c1=O,i,-3%,/,-0.26,/,/,1333,5%,/,/,-0.14,/,1.2,0.52,0.49,741,5
CN[C@@H]1C[C@@H](c2ccc(Cl)c(Cl)c2)c2ccccc21,i,-4%,/,/,/,/,1055,-4%,/,-5.0%,/,/,/,/,-0.61,720,-44
CCOc1ccc2c(c1)c(C(C)=O)c(C)n2Cc1ccco1,i,16%,5.4,-0.32,1.7,2.6,1539,7%,5,3.2%,0.8,i,0.1,-0.024,0.67,692,0
O=C(c1ccco1)c1cn(Cc2ccc(Cl)cc2)c2ccccc12,i,3%,3.1*,-0.29,4.0*,5.6*,853,9%,12,2.7%,0.57,i,-0.83,-0.41,-1.1,716,-19
CCN(CC)S(=O)(=O)c1cccc(N=Nc2c(O)n(CC)c(=S)n(CC)c2=O)c1,i,-5%,/,-0.17,/,/,1041,0%,/,/,-0.095,/,0.74,0.27,1.1,779,1
CCN(CC)CCCN=Cc1c(O)n(Cc2ccc(F)cc2)c(=O)[nH]c1=O,i,7%,6.1,-0.34,3.9,4.8,/,0%,11,0.2%,0.055,i,0.5,0.091,/,/,/
Cc1nn(Cc2ccc(Cl)cc2Cl)c(Cl)c1C(=O)NC1CCCc2ccccc21 (stereo not drawn),i,-5%,6.5,-0.32,2.1,4.1,1367,6%,-2,-1.3%,0.62,i,-0.35,-0.49,0.9,610,-47
CN(C)CC1CCCCC1=O (stereo not drawn),i,-8%,/,-0.19,/,/,/,-2%,/,/,0.42,/,-0.38,-0.29,/,689,2
C=C1C(=O)O[C@@H]2C[C@@H](C)[C@H]3C=CC(=O)[C@]3(O)C[C@@H]12,i,-4%,/,0.93,/,/,/,5%,/,/,-0.21,/,-3.3,-2.4,/,664,-16
CN(C)CCNC(=O)c1cccn(Cc2cccc(C(F)(F)F)c2)c1=O,i,0%,9.7,-0.32,3.2,5.1,1263,1%,/,1.8%,0.16,+,-0.61,-0.13,-0.18,689,6
CCCc1nc2ccccc2c(=O)n1-c1ccc(O)cc1,i,-8%,3.7,-0.058,1.9,2.2,1303,2%,-26,1.7%,0.77,i,-0.38,-0.0038,-0.19,666,10
CC1=NN(c2ccccc2)C(=O)/C1=C/c1c(O)[nH]c(=O)[nH]c1=O,i,1%,8.2,-0.32,1.9,2.9,1628,12%,-1,0.0%,0.06,i,0.34,-0.11,0.17,705,33
CC1(C)CC(=O)C(C=NCCN2CCN(C(=O)Cc3ccc(Cl)cc3)CC2)=C(O)C1,i,10%,14,1.2,3.0,1.7,1216,-6%,3,-0.2%,0.66,i,-0.91,-0.09,0.5,/,/
Cc1[nH]c2ccccc2c1C(=O)C(=O)N1CC2CC(C1)c1cccc(=O)n1C2 (stereo not drawn),i,27%,3.1,-0.25,1.5,2.4,1544,4%,-4,0.1%,0.98,i,0.014,-0.24,0.72,701,-12
CC(C)n1c(=O)c(C=Nc2ccc(S(N)(=O)=O)cc2)c(O)n(Cc2ccco2)c1=O,i,21%,8.8,-0.046,2.9,2.3,1360,18%,5,-4.4%,0.83,i,-0.78,-0.76,0.5,713,-1
Cc1ccccc1-n1c(C)nc2ccccc2c1=O,i,8%,1.5,-0.32,1.1,1.4,1494,-10%,7,0.0%,2.6,i,0.2,0.34,0.33,704,0
